High-throughput results deposited in PubChem by several laboratories.
CendR NRP1 mod = modulators of CendR peptide binding to human neuropilin-1; O14786; FAM-RPARPAR peptide binding to NRP-1, fluorescence polarization; inhibition, % at 25 µM; 360,000 tested, 0.85% active;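 active = inhibition or corrected inhibition above about 18%, plus a signal ratio from 0.5 to 1.5, limit read from the data, passing the limit was not always enough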; note: strong numbers were not always called active
SKN-1 block = C. elegans SKN-1 inhibition; C. elegans VP596 Pgst-4::GFP/RFP ratio, acrylamide-induced, 24 h; inhibition, % at 21.8 µM; 360,000 tested, 0.49% active; AID 624304;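 active = interference check ratio from 0.5 to 1.5 plus GFP to RFP signal ratio inhibition reaching or exceeding a fixed threshold, cut at about 30% in these data, passing the limit was not always enough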; note: some compounds called inactive have numbers as strong as hits
MsrA inhibitor = inhibits bovine methionine sulfoxide reductase A; AID 651718; 360,000 tested, 0.75% active; purified bovine MsrA, absorbance read-out; inhibition, % at 15.5 µM; in the data active = inhibition above about 4.5%;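 note: 0% = vehicle wells with enzyme and 100% = reference inhibitor wells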
E coli Lon inh = inhibits E. coli Lon protease | purified E. coli Lon protease, fluorescence polarization | inhibition, % at 7.94 µM | 360,000 tested, 0.42% active | AID 602123; in the data active = inhibition above about 13%, passing the limit was not always enough;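 note: 0% = enzyme with probe and DMSO and 100% = no enzyme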
Tb MetRS inh = blocks T. brucei methionyl-tRNA synthetase activity; purified T. brucei MetRS, ATP depletion, Kinase-Glo luminescence; inhibition, % at 11.9 µM; 360,000 tested, 0.4% active; AID 624268;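 active = inhibition above a per-plate cutoff of the control wells' mean inhibition plus 3 SD, cut at about 5.5% in these data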;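 note: 0% = DMSO wells median and 100% = median of wells with control inhibitor compound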
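System: purified T. brucei MetRS enzyme / Detection: Kinase-Glo luciferase luminescence reporting remaining unconsumed ATP / Medium: HEPES buffer with MgCl2, KCl, DTT, spermine, BSA, pyrophosphatase / Replication: singlicate, one well per compound / Evaluation: percent inhibition relative to median high and low control wells / Schedule: 2 h aminoacylation at 25 °C after 15 min preincubation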
MT1-MMP act inh = blocks activation of human MT1-MMP. HT1080 RFP-PRO-GFP cells, GFP/RFP ratio fluorescence, overnight; percent of plate control window, DMSO zero. AID 651647. P50281. 360,000 tested, 0.061% active. GFP/RFP ratio change, % at 20 µM;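 active = GFP/RFP ratio change of at least 30% with cell ATP level not reduced by more than half and red fluorescence within 50% of control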; note: strong numbers were not always called active
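Material: RFP-PRO-GFP reporter HT1080 cells. Dosing: single-point 20 µM compound, 1% DMSO. Controls: DMSO and RFP-L50D-GFP cell wells. Timing: cells overnight before dosing, compound overnight, 37 °C, 5% CO2. Measure: GFP/RFP fluorescence ratio.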
FAS TE block = blocks the thioesterase domain of human fatty acid synthase; recombinant FAS-TE, OMFH fluorogenic substrate, fluorescence endpoint; inhibition, % at 15 µM; 360,000 tested, 0.67% active;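 active = compounds whose normalised, plate-corrected inhibition of enzyme fluorescence in the single-dose primary screen is 50% or more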;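 note: 0% = DMSO with enzyme and 100% = substrate without enzyme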
MLLE-PAM2 inh = inhibitors of microRNA-mediated deadenylation, human PABP1 MLLE binding; GST-MLLE / FITC-PAM2 fluorescence polarization; inhibition, % at 20 µM; 360,000 tested, 0.36% active; AID 588489; P11940; in the data active = inhibition above about 35%, passing the limit was not always enough;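 note: plate controls were DMSO wells with GST-MLLE for no effect and wells lacking GST-MLLE protein for full effect; some results filed as inactive read as strong as hits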
Target sequence (P11940 whole entry, looked up): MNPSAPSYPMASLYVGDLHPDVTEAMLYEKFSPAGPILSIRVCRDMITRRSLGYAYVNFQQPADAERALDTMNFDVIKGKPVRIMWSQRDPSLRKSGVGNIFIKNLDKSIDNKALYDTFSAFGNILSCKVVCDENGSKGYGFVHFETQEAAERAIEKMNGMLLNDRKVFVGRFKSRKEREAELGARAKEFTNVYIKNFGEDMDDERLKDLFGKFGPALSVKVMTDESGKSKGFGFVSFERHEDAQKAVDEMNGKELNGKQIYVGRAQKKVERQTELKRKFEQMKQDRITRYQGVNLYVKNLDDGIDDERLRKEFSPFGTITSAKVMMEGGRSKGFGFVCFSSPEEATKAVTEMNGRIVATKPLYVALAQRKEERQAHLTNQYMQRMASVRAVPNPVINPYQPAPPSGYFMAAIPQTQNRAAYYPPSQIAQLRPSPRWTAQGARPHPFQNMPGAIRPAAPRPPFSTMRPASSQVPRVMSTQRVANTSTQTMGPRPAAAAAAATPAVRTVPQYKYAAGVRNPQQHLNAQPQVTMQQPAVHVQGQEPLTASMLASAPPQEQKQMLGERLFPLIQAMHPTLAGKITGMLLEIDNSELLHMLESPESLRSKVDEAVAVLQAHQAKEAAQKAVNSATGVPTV
MsrA act = bovine methionine sulfoxide reductase A activation. purified bovine MsrA, absorbance read-out. activation, % at 10.6 µM. 360,000 tested, 0.3% active; in the data active = activation above about 7.5%;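 note: 0% = vehicle and 100% = reference activator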
Starred values were filed as active, the others as inactive; / = no result given; & = joins results of further samples.

SMILES | CendR NRP1 mod | SKN-1 block | MsrA inhibitor | E coli Lon inh | Tb MetRS inh | MT1-MMP act inh | FAS TE block | MLLE-PAM2 inh | MsrA act
NCCCC[C@H]1CNC(=S)N1CCc1cc(C(F)(F)F)cc(C(F)(F)F)c1 | -4 | 7 | -0.5 | -8 | 0.2 | -3 | -20 | -38 | 3
CCOC(=O)COn1c(=O)c(-c2ccco2)[n+]([O-])c2ccccc21 | -5 | -1 | 2.2 | -12 | -0.4 | -8 | -5 | 12 | -6
Cc1cccc(OCC(=O)Nc2c3c(nn2C(C)(C)C)CS(=O)(=O)C3)c1 | 21 | -4 | 1.8 | -5 | -0.4 | 0 | -4 | 12 | -2
COc1cccc2c(=O)c(SC(F)(F)C(F)C(F)(F)F)c(C)[nH]c12 (centres undefined) | -6 | -12 | 0.3 | -4 | -1.5 | -1 | -6 | 1 | -5
CC(C)(C)NC(=O)C(c1ccnc2ccccc12)n1c(=O)c(-c2cc3ccccc3[nH]2)nc2ccccc21 (centres undefined) | -2 | -1 | -0.1 | / | 0.3 | -16 | / | / | /
O=C(C1CCN(c2ncnc3c2nc2n3CCCCC2)CC1)N1CCN(c2ccccc2F)CC1 | 0 | 15 | -1.1 | 4 | 0.3 | -2 | 11 | -3 | -2
O=C(NCCNC(=O)c1cccnc1)c1cccnc1 | 0 | 6 | / | -4 | 0.1 | 5 | 2 | -5 | -1
CCN(C(=O)C12CC3CC(CC(C3)C1)C2)C1CCS(=O)(=O)C1 (centres undefined) | -8 | 11 | 1.6 | 4 | -0.4 | -4 | -8 | 9 | -4
CCOC(=O)c1cc2c(C)nn(-c3ccccc3)c2s1 | 4 | 7 | 1.4 | -5 | 0.0 | -4 | 5 | 2 | -1
Cc1cc(SCC(=O)c2ccccc2)nc(=O)[nH]1 | -4 | -2 | 1.2 | -26 | -0.1 | 0 | -7 | 5 | -6
Cc1cc(Br)cn2c(Cc3ccsc3)c(C3CCCCC3)nc12 | 35* | 1 | / | 50* | 0.1 | -15 | -12 | 112 | -3
Cc1cc([N+](=O)[O-])ccc1NC(=O)COc1nsnc1N1CCOCC1 | 2 | 7 | -0.7 | -6 | 0.1 | 4 | 8 | 9 | -2
CNC(=O)c1c(NC(=O)c2cccc(N3C(=O)CCC3=O)c2)sc2c1CCCC2 | 11 | 5 | 1.4 | 2 | 0.2 | 3 | 7 | 2 | -1
COc1ccc(/C=N/n2cnnc2)cc1Br | 1 | -9 | 0.4 | 13 | -0.1 | 3 | -11 | 5 | -7
Cc1c(NC(=O)C(C)Sc2nnc(-c3ccccc3)o2)c(=O)n(-c2ccccc2)n1C (centres undefined) | -4 | -14 | 1.4 | -5 | -2.2 | 2 | -15 | 7 | -11
CCN(CC)C(=O)c1[nH]cnc1C(=O)Nc1cccc(Cl)c1 | 9 | 4 | 1.4 | 0 | 0.8 | 3 | -8 | 2 | -1
COc1cc(F)ccc1S(=O)(=O)N1CCN(Cc2ccccc2)CC1 | 13 | -1 | -1.3 | -3 | 1.8 | 1 | -3 | -3 | -2
Cc1ccc(N(Cc2ccccc2)C(=O)c2cc(S(=O)(=O)N3CCOCC3)ccc2N2CCCC2)cc1 | 21 | 17 | -0.1 | -11 | -0.3 | -4 | 28 | -5 | -1
CN(C)S(=O)(=O)c1cccc(COC(=O)CNC(=O)c2ccc(Br)o2)c1 | -3 | 1 | -1.2 | -4 | -0.1 | 0 | 9 | 8 | -4
Cc1cnc(C(=O)Nc2ccccc2-c2nnn(CC(=O)NC3CCCC3)n2)cn1 | 8 | 6 | -1.4 | -8 | -0.4 | -3 | -23 | -1 | -6
COc1cc(-c2cnc3c(NC=O)cc(-c4cccnc4)cn23)cc(OC)c1OC | -23 | 8 | 0.6 | -21 | -0.3 | -3 | -3 | -1 | -5
COc1ccc(C(=O)Nc2cccc(S(C)(=O)=O)c2)cc1OC | 2 | 6 | 0.1 | -3 | -0.1 | -2 | -10 | 2 | -1
COCCN(CC(=O)NCc1ccc(F)cc1)C(=O)CCC(=O)Nc1ccccn1 | 2 | 13 | 1.8 | -2 | -1.1 | 1 | -7 | 8 | -9
Cc1ccc(NC(=O)CNCc2ccccc2)cc1Br | 6 | -5 | -0.4 | -9 | -0.2 | -6 | 13 | -4 | -1
COc1cccc(C(=O)NNC(=O)c2ccc3ccccc3c2)c1 | 8 | 4 | 0.5 | 7 | -0.1 | 0 | -3 | 13 | -1
CCCCCC(=O)NNC(=S)NC(=O)c1cccc([N+](=O)[O-])c1 | -10 | 6 | 0.8 | -1 | 0.5 | 6 | 17 | 16 | 8.9*
CCN1CCN(C(=O)c2ccc(Cl)c(S(=O)(=O)N(C)c3ccccc3)c2)CC1 | 9 | -5 | -0.7 | -6 | -0.5 | 2 | -2 | -4 | -5
O=c1cc(N2CCCCC2)c(-c2ccccc2)nn1Cc1c(Cl)cccc1Cl | -5 | -1 | 0.1 | 4 | -0.8 | -15 | 30 | -1 | -1
O=C(CN1C(=O)NC(CCc2ccccc2)C1=O)Nc1ccccc1C(F)(F)F (centres undefined) | 5 | -3 | 0.4 | -6 | -0.2 | 0 | -6 | -6 | 0
COc1ccc(C(=O)N/N=C/c2ccccc2OC(=O)c2ccccc2)cc1 | 3 | 1 | 0.2 | 1 | -0.2 | -2 | 15 | -10 | -6
Cc1ccccc1NS(=O)(=O)c1cc(S(C)(=O)=O)ccc1C | -16 | 10 | -0.4 | 17 | 0.3 | 1 | -8 | -2 | -3
NC(N)=N/N=C/c1ccc(OCc2ccc(Cl)cc2)cc1 | 16 | 27 | -0.4 | 8 | -1.2 | -2 | -42 | -33 | -6
NNC(=O)c1nnn(-c2nonc2N)c1-c1cccs1 | 3 | -23 | 1.8 | -2 | -1.0 | -3 | -9 | -5 | -9
C/C(CC(=O)NC12CC3CC(CC(C3)C1)C2)=N\NC(=O)Cc1cccs1 | -2 | 5 | -1.6 | -3 | 0.7 | 4 | -10 | 6 | -2
C[C@H](NS(=O)(=O)c1ccccc1)C(=O)OCC(=O)NC(=O)Nc1ccc2c(c1)OCCO2 | -1 | 2 | 1.0 | -6 | 0.1 | 2 | -13 | -18 | -2
COC(=S)Nc1cccc(C(F)(F)F)c1 | -5 | -7 | -1.0 | -1 | -1.1 | 0 | 6 | -3 | -9
CNC(=S)/N=C/NOCc1c(Cl)cccc1Cl | 8 | 9 | 0.3 | 3 | -0.8 | 1 | -5 | 15 | -8
COc1ccc(-c2nnn(CC(=O)N(CCCN3CCOCC3)C(C(=O)NC3CCCC3)c3ccc(C)o3)n2)cc1 (centres undefined) | -1 | 3 | -1.1 | -1 | -0.9 | -6 | 2 | 12 | -5
Cc1cccc(S(=O)(=O)NC(=O)C2(C)CCN2C(=O)c2c(C)noc2C)c1 (centres undefined) | 1 | 2 | 1.5 | -10 | 0.5 | -1 | -3 | -3 | -9
CC(/C=C/c1ccccc1F)=N\NC(=O)c1ccc(Cl)cc1 | 3 | 4 | 0.5 | -3 | 0.3 | 8 | -1 | 12 | 3
COc1ccc(-c2cc(C(=O)N3CCN(c4cccc(C)c4C)CC3)c3ccccc3n2)cc1OC | -7 | 8 | / | 0 | -0.2 | -10 | 44 | 8 | -3
Cc1ccc(S(=O)(=O)CCSc2nc(C)cc(C)c2C#N)cc1 | 3 | -7 | -0.2 | -7 | -1.0 | 4 | 46 | 0 | -8
O=C(COC(=O)COc1ccccc1[N+](=O)[O-])NCc1ccc2c(c1)OCO2 | 11 | -12 | 2.0 | 1 | -0.1 | -3 | -3 | 14 | -1
O=C(Nc1ccc(OC(F)F)c(Cl)c1)[C@@H]1CCCN1C(=O)c1cccs1 | 1 | 4 | 1.3 | 2 | 0.8 | 2 | -4 | 11 | -2
COc1ccccc1Nc1nc2nonc2nc1N1CCCCC1C (centres undefined) | 11 | 14 | 1.1 | -6 | -0.7 | -4 | 36 | 6 | -6
CC(NC(=O)c1ccccc1Cl)C(=O)N1CCN(Cc2ccc3c(c2)OCO3)CC1 (centres undefined) | 8 | 11 | -0.5 | 11 | 0.3 | 1 | -6 | -2 | -2
Cc1ccc(S(=O)(=O)N(Cc2ccccc2)Cc2ccco2)cc1 | 14 | 1 | 0.7 | -3 | -1.1 | 3 | 24 | 0 | -2
CO/N=C(\C(=O)N[C@@H]1C(=O)N2C(C(=O)O)=C(COC(C)=O)CS[C@H]12)c1csc(N)n1 (stereo in doubt) | -44&-38&-32 | -8&-12&9 | 1.9&0.3&-0.3 | 7&-2&-6 | -0.3&-1.0&-1.0 | 1&-1&-2 | -3&-4&-3 | 32&12&20 | -2&-6&-4
O=C(CCC(=O)N/N=C/c1ccccc1O)NCc1ccccc1 | 0 | 13 | -0.1 | 9 | 0.5 | 8 | -1 | -3 | -3
COC(=O)CCCCC1=CCC2C(=O)C=C(O)C2C1 (centres undefined) | -7 | 8 | 2.1 | 2 | -1.2 | 0 | -1 | -5 | -3
OCCC1CN(Cc2c(O)ccc3ccccc23)CCN1CCc1ccccc1 (centres undefined) | 7 | 14 | 0.0 | 2 | -0.3 | 1 | -3 | 14 | -3
COc1ccccc1CNC(=O)c1ccc(CNc2c(N3CCCC3)c(=O)c2=O)cc1 | 0 | -12 | 0.3 | -11 | -0.3 | -1 | -7 | -1 | -6
O=C(Nc1ccccc1)C1CCN(C(=O)c2ccccc2)CC1 | 6 | -12 | 1.2 | 2 | -0.1 | -9 | -5 | 5 | -3
Cc1c(C(=O)N2CCOCC2)[nH]c2ccc(OCc3ccccc3)cc12 | -2 | 6 | -1.8 | -2 | -0.1 | 1 | 1 | 3 | -1
CCOc1ccc2nc(NC(=O)C34CC5CC(CC(NC(C)=O)(C5)C3)C4)sc2c1 | 3 | 6 | 0.3 | -11 | 0.4 | 1 | 6 | 1 | 1
COc1ccc(CCNC(=O)c2nnc(Cc3ccc(Cl)cc3)o2)cc1OC | 0 | 4 | 1.2 | 0 | -1.0 | -4 | 3 | 15 | 1
N#CC1C(=O)NC(c2ccccc2)=CC1c1ccccc1 (centres undefined) | 2 | 10 | 0.4 | 1 | 0.0 | 0 | -2 | -1 | -2
COC(=O)c1ccc(Nc2nc(N3CCOCC3)nc(N3CCOCC3)n2)cc1 | -4 | 10 | -1.6 | -5 | -0.1 | 6 | 6 | -6 | -1
COC(=O)c1ccc(COc2cccc3c2OC(C)(C)C3)cc1 | -2 | -9 | 0.9 | 3 | -0.3 | 1 | 17 | -12 | -3
Cc1ccc(CSCc2ccc(C(=O)NCC3CCCO3)o2)cc1 (centres undefined) | -11 | -8 | 0.3 | 2 | 0.2 | -5 | -5 | -1 | -3
COc1ccc(-n2c(SCC(=O)/C(C#N)=C(\C)N)nc3ccccc3c2=O)cc1OC | -15 | 4 | 0.7 | 4 | -0.5 | -1 | 0 | 8 | -1

Limited to CendR NRP1 mod and SKN-1 block, for some of the entries so far:
| Molecule | CendR NRP1 mod | SKN-1 block |
| --- | --- | --- |
| COc1ccc(CCNC(=O)c2nnc(Cc3ccc(Cl)cc3)o2)cc1OC | 0 | 4 |
| N#CC1C(=O)NC(c2ccccc2)=CC1c1ccccc1 (centres undefined) | 2 | 10 |
